Compound activity from PubChem BioAssay.
CFTR F508del cor: CFTR F508del correction in bronchial cells; CFBE cells, YFP halide quenching; stimulated with forskolin plus potentiator P3; % fluorescence drop versus neutral controls; AID 720511; hit rate 0.36% among 350,000; activity (quench increase), % at 7.58 µM;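 active = mean added fluorescence quench of at least 8% versus neutral control, with both replicates also reaching 8%; inconclusive = only one of the mean or replicate conditions met; inactive = mean below 8% and not both replicates reaching 8%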;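 also: cells transiently co-express mutant CFTR-F508del with the halide-sensitive YFP; corrector assay measuring rescue of mutant channel to the surface after 24 h compound exposure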
Xi reactivation: reactivates the inactive X chromosome in mouse fibroblasts; AID 743238; XiGFP mouse fibroblasts, % GFP-positive cells imaging, 3 d; cells co-treated with 5-aza-dC sensitizer; scaled so ellipticine positive control = 100%; activation, % at 7.58 µM; hit rate 0.055% among 360,000;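 active = mean normalized replicate activation at least 10% and every replicate at or above 10%; inconclusive = only one of the two criteria met; inactive = mean below 10% and not all replicates reach 10%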;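 also: 0% = median of on-plate neutral control wells and 100% = ellipticine 6 µM median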
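Material: XiGFP fibroblasts, SV40-immortalized; Buffer or medium: DMEM containing 5-aza-dC; Compound dosing: single point; Times: 3 days compound exposure.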
RAD54 inh: RAD54 (human) branch migration inhibition | hit rate 0.14% among 360,000 | inhibition, % at 10.4 µM | RAD54 Holliday junction branch migration, FAM/BHQ fluorescence | Q92698;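 active = mean normalized replicate activity at least 40 and at least half of replicates scoring 40 or more; inconclusive = only one of the two criteria met; inactive = mean below 40 and under half of replicates reaching 40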;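 also: 0% = median of neutral control wells and 100% = median of positive control wells; inhibitors cause a drop in the FAM fluorescence signal; in these data hits start at about 50%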
E-selectin induc: induces E-selectin expression in human endothelial cells; P16581; HUVEC E-selectin immunofluorescence imaging; normalized: neutral wells 0, TNF-alpha wells 100; activation, % at 7.58 µM; hit rate 0.37% among 260,000; AID 686992;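 active = mean E-selectin-positive cell signal at least 10% of the positive control, reached in at least 60% of replicates, without over 20% cell loss; inconclusive = no rule given, readout overlaps actives, possibly toxicity-flagged; inactive = the rest, including those meeting only one limit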;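 also: in these data hits start at about 27%; measured in HUVEC primary endothelial cells; signal is the percent of cells scored E-selectin positive by PE staining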
Target sequence (P16581 whole entry, looked up): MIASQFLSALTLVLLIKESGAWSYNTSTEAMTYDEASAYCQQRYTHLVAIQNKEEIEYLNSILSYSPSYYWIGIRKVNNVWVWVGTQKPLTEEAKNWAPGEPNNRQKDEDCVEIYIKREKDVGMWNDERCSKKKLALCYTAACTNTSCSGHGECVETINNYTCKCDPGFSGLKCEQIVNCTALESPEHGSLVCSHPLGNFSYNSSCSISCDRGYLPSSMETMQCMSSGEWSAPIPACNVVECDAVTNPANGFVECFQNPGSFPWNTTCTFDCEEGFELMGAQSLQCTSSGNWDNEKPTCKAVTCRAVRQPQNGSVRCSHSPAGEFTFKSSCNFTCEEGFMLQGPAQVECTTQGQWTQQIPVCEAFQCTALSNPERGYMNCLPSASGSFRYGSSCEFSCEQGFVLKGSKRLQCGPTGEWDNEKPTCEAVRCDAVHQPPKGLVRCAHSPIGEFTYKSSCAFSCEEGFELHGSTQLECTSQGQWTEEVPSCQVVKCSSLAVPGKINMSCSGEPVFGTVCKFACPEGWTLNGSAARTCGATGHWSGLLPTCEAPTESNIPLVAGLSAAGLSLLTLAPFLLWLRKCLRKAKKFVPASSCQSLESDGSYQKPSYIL
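Assay system: HUVEC primary endothelial cells. Input: 3,000 HUVEC seeded per well. Doses: one compound dose added by pin transfer. Read-out basis: % PE-positive cells. Benchmarks: TNF-alpha high, DMSO low. Detection: immunofluorescence imaging. Buffer or medium: EGM-2, gelatin.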
DENV2 CPE rescue: protects cells from dengue virus 2 cytopathic effect; DENV2-infected cells, cytopathic effect rescue, plate reader; CPE inhibition, % at 9.99 µM; hit rate 1.7% among 350,000; AID 651640; in the data active = CPE inhibition above about 20%, passing the limit was not always enough; inconclusive = no clear call, values can overlap the other calls; tested in BHK-21 cells;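 also: 0% = median of neutral control wells and 100% = median of positive control wells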
GSIS activator: GLuc luminescence reporter in INS-1E cells, primary screen for activators of glucose-dependent secretion of insulin | activation, % at 16.6 µM | hit rate 0.61% among 370,000 | INS-1E GLuc reporter insulin secretion, 2-3 h;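 active = lowest replicate activation of at least 40%, so every replicate reaches that level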;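 also: 0% = median of neutral control wells and 100% = median of IBMX positive control wells; some compounds called inactive have numbers as strong as hits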
CASP6 VEID inh: caspase-6 (human) enzyme inhibition; inhibition, % at 12.5 µM; hit rate 0.53% among 350,000; AID 686996; purified caspase-6, Z-VEID-R110 cleavage fluorescence; P55212;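 active = mean inhibition across replicates at least about 35%, with every replicate also reaching that limit, limit read from the data; inconclusive = only one of the two criteria met; inactive = neither criterion met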;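 also: 0% = median of neutral control wells and 100% = no fluorescence left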
RAD52 inh: RAD52 (human) annealing inhibition; P43351; recombinant RAD52 DNA annealing, FRET fluorescence; inhibition, % at 18.7 µM; hit rate 0.46% among 360,000; AID 651710;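 active = every replicate showing at least 50% inhibition; inconclusive = mean inhibition at least 50% but not in every replicate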
Target sequence (P43351 whole entry, looked up): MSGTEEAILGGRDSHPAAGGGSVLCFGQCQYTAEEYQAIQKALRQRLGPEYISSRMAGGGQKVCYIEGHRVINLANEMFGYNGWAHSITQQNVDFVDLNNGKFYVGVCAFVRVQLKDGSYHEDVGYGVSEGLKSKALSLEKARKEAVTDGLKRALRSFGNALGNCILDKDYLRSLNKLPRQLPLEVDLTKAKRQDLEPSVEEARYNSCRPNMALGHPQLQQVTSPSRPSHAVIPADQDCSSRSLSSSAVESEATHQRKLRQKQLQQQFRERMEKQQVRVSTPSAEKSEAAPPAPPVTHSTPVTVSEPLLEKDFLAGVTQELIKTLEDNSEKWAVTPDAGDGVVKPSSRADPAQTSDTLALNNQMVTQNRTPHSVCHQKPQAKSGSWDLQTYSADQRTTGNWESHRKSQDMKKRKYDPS
* = called active by the depositor; ? = inconclusive; nt = not tested or not shown; & = joins results of further samples.

SMILES	CFTR F508del cor	Xi reactivation	RAD54 inh	E-selectin induc	DENV2 CPE rescue	GSIS activator	CASP6 VEID inh	RAD52 inh
CCC(=O)N1CCCCN2[C@H](CO)[C@H](c3ccc(/C=C/c4ccccc4)cc3)[C@H]2C1	-3.7	0.6	-5.6	0.1	7.0	-13.7	2.1	-11.1
O=C(OCC(=O)N1CCN(C(=O)c2ccco2)CC1)c1cc(-c2ccco2)nc2ccccc12	-0.4	nt	5.6	nt	nt	24.1	22.1	-26.7
C[C@@H]1CN([C@H](C)CO)C(=O)c2cc(NS(C)(=O)=O)ccc2O[C@@H](C)CCCCO[C@@H]1CN(C)S(=O)(=O)c1cccs1	1.5	0.0	0.1	-0.2	11.6	2.3	0.5	6.7
CCOc1ccc(NC(=O)[C@@H]2CCCN2C(=O)c2cccs2)cc1S(=O)(=O)N1CCCCC1	-3.2	0.0	-0.5	nt	3.1	-25.0	-1.7	-18.4
Cc1ccc2c(nc3s/c(=C\c4ccc(-c5ccccc5C(=O)O)o4)c(=O)n32)c1C	-1.7	0.5	2.1	-0.1	-2.4	-12.8	0.1	-12.6
COc1ccc(CNC(=O)C[C@H]2C[C@@H]3c4cc(NC(=O)NC5CCCC5)ccc4O[C@@H]3[C@H](CO)O2)cc1	-0.3	0.0	-2.9	-0.5	?	7.8	0.8	-12.3
C[C@@H]1CN([C@@H](C)CO)C(=O)c2cccc(NC(=O)c3ccncc3)c2O[C@@H]1CN(C)C(=O)Nc1ccc2c(c1)OCO2	1.8	-0.1	-0.1	-7.3	-4.2	10.2	0.3	-10.3
COc1cc(NS(=O)(=O)c2ccc(NC(=O)CN3C(=O)c4ccccc4C3=O)cc2)nc(OC)n1	4.2	0.3	nt	nt	nt	2.2	0.1	-40.4
Cc1noc(C)c1NC(=O)N(C)C[C@H]1OCCCC[C@@H](C)Oc2ccc(NC(=O)C3CCCCC3)cc2C(=O)N([C@H](C)CO)C[C@@H]1C	-0.7	-0.6	5.2	-0.1	9.5	-0.5	-0.6	-7.1
CCC(=O)N1CCCCN2[C@H](C1)[C@H](c1ccc(C#Cc3ccccc3)cc1)[C@@H]2CO	-3.2	0.1	7.2	-0.5	6.7	-33.3	-3.9	-10.7
Cn1c(=O)c2cc(NC(=O)Cc3ccccc3F)ccc2n1-c1ccc(C(C)(C)C)cc1	-5.3	0.1	-5.7	0.2	3.4	nt	-1.4	-11.6
COc1ccccc1-c1noc(-c2cccs2)n1	-3.9	nt	6.6	nt	-4.2	nt	5.8	-3.5
Cc1cccc(C2c3[nH]c4ccccc4c3CCN2C(=O)c2nn(C)c(=O)c3ccccc23)n1 (centres undefined)	1.4	0.1	6.6	0.7	-0.1	-2.9	-1.1	-2.5
CN(Cc1cn(C)nc1-c1cccc(Cl)c1)Cc1nccn1C	2.3	1.2	nt	-0.1	1.8	13.5	-1.6	-9.3
CO[C@@H]1CN(C)C(=O)c2ccc(NC(=O)c3ccccc3)cc2OC[C@H](C)N(C(=O)C2CC2)C[C@H]1C	-3.7	-0.1	-3.5	-0.7	nt	4.5	nt	nt
COc1ccc(NC(=O)N(C)C[C@H]2Oc3ccc(NC(=O)Cn4cnnn4)cc3C(=O)N([C@H](C)CO)C[C@@H]2C)cc1	-0.1&0.5	0.1&0.0	-0.4&4.4	-1.1&0.0	-1.2&11.6	5.9&3.9	0.0&-11.3	1.8&-36.4
Cc1ccn2cc(-c3cccc(NC(=O)CCC(=O)O)c3)nc2c1	-1.2	0.0	3.3	nt	-2.8	1.7	5.9	-9.0
COc1ccc(/C=C(/NC(=O)c2ccccc2)C(=O)NCc2ccco2)cc1	0.2	0.0	5.0	nt	0.3	-17.1	-1.2	-1.2
Cc1cccn2cc(COc3ccc(-c4ccccc4)cc3)nc12	5.3	-0.1	nt	-0.2	-1.8	-13.2	-4.8	0.9
CCOC(=O)C1(Cc2ccc(OC)cc2)CCN(C(=O)c2cccc3nccnc23)CC1	-1.2	-0.1	nt	-0.2	-2.5	-8.7	-1.2	-10.0
Cc1ccc(NC(=O)CSc2nc(N)cc(=O)[nH]2)cc1S(=O)(=O)N1CCOCC1	-0.4	nt	-3.8	0.9	-1.1	-0.9	-1.3	-15.8
O=C(/C=C/[C@H]1O[C@@H](n2cnc3c(NC(=O)c4ccccc4)ncnc32)[C@H](O)[C@@H]1O)NCc1cccs1	-4.0	0.1	-5.5	1.8	1.0	1.4	3.6	12.6
CC1CN(C(=S)Nc2ccccc2)CC(C)O1 (centres undefined)	0.1	0.3	3.4	nt	?	10.8	0.3	11.6
Cc1ccc(CCNS(=O)(=O)c2cc3c(cc2C)NC(=O)CO3)cc1	-3.1	0.5	0.0	-0.9	-1.2	nt	1.3	-15.2
COc1ccc(-n2nc3c(N)n[nH]c3cc2=O)cc1	-0.1	0.0	0.1	nt	4.4	6.3	1.9	-2.0
Cc1ccc(S(=O)(=O)N(C)C[C@H]2Oc3c(NC(=O)NC(C)C)cccc3C(=O)N([C@@H](C)CO)C[C@H]2C)cc1	-0.7	-0.1	-21.3	0.0	-9.7	-8.8	0.3	16.2
COc1ccc(CC(=O)NC2CCCc3ccccc32)cc1 (centres undefined)	1.6	-0.1	nt	nt	-4.8	13.6	-1.8	-2.2
Cc1ccc2c(c1)S/C(=C/c1ccc[n+](CCO)c1)N2C	-0.6	0.1	24.5	nt	3.3	-13.1	1.1	6.6
COc1c(O)ccc(/C=N/NC(=O)c2ccc3c(c2)OCCO3)c1[N+](=O)[O-]	-3.1	-0.2	6.6	0.0	15.7	20.0	1.2	-20.9
CC(=O)Nc1ccc(Nc2ccc(S(=O)(=O)C(F)(F)F)cc2[N+](=O)[O-])cc1	nt	0.0	1.7	nt	2.1	-25.9	5.4	-1.0
CC1(C)Cc2c(cnn2-c2ccc(F)cc2)C(NC(=O)Cn2cncn2)C1 (centres undefined)	-1.7	0.2	-7.6	-0.2	-3.6	20.4	-1.3	-15.5
C[C@@H]1CN([C@@H](C)CO)C(=O)c2cc(NC(=O)c3ccncc3)ccc2O[C@H]1CN(C)Cc1ccc(Cl)c(Cl)c1	-1.1	-1.3	-5.6	-0.1	1.2	-19.5	1.4	3.4
CCOC(=O)[C@H]1[C@H]2COc3ccc(OC)cc3[C@@H]2N2C(=O)c3ccc(F)cc3NC(=O)[C@@]12C	1.2	-0.4	3.1	8.0	7.3	-12.7	1.0	-7.8
COc1ccc(C(=O)CCC(=O)N2CCN(c3cccc(Cl)c3)CC2)cc1	0.9	-0.1	0.5	-0.1	11.0	-16.6	-4.0	-22.7
COc1ccc2c3c(n(C)c2c1)[C@@H](CO)N(Cc1ccccc1)CC31CCN(C(=O)C2CC2)CC1	3.9	0.1	nt	-0.3	0.9	-16.4	nt	-104.4
CCNC(=S)N/N=C/c1ccc(C#N)cc1	4.4	0.3	-10.6	nt	-1.0	8.8	3.7	-10.1
N#Cc1ccc(-c2ccc3c(c2)[C@H]2[C@H](CCN2C(=O)C2CC2)[C@H](CO)N3)cc1	-0.7	0.0	8.0	0.3	-5.4	-29.6	0.5	-1.1
C[C@H](CO)N1C[C@H](C)[C@@H](CN(C)S(=O)(=O)c2ccccc2)Oc2ncc(C#CCN(C)C)cc2C1=O	-0.8	-0.9	-3.6	-0.1	4.2	-1.6	3.7	3.0
C[C@H](NC(=O)c1nc[nH]c1C(=O)N[C@@H](Cc1ccccc1)C(=O)OCc1ccccc1)C(=O)OCc1ccccc1	3.1	0.0	1.2	nt	2.3	-5.3	-7.1	4.6
O=C(C1CCCN(S(=O)(=O)c2cccc3cccnc23)C1)N1CCN(c2ccccc2F)CC1 (centres undefined)	-1.0	0.3	2.2	-0.1	-7.1	-9.9	2.2	0.8
CS(=O)(=O)c1ccc(Cl)c(NC(=O)CN2CCN(S(=O)(=O)/C=C/c3ccccc3)CC2)c1	5.9	0.3	-5.6	nt	1.9	-0.3	2.6	-19.2
COc1cccc(C(=O)Nc2cccc(-c3ccc(N4CCOCC4)nn3)c2)c1OC	4.4	0.5	8.1	nt	-5.2	-1.6	2.7	-18.5
Cc1ccc(C2(C)NC(=O)N(CC(=O)NC(=O)NC(C)C)C2=O)cc1 (centres undefined)	-2.1	0.3	1.7	nt	6.1	-1.3	0.8	-2.6
O=C(NCc1ccc2c(c1)OCO2)Oc1ccccc1	-2.3	0.1	7.8	0.1	-2.0	nt	-0.6	-3.9
Cc1cc(OC(=O)C2CC2)c([N+](=O)[O-])c(=O)[nH]1	nt	0.0	nt	nt	-0.3	8.4	-0.6	3.6
COc1ccc(CN2CCCC(C(=O)N3CCCCC3)C2)cc1 (centres undefined)	-1.2	0.1	13.0	2.1	?	6.6	-2.6	-2.4
O=C1Nc2ccccc2C1C(C[N+](=O)[O-])c1ccccc1 (centres undefined)	2.0	0.1	-5.7	0.5	6.8	6.3	5.0	-15.0
CCc1ccc(C(CNc2nc(C(F)(F)F)nc3ccccc23)N(C)C)cc1 (centres undefined)	0.9	0.0	2.8	-0.2	7.6	13.5	-0.1	-10.4
C[C@@H]1CN([C@@H](C)CO)C(=O)Cc2cc(NC(=O)Nc3ccc(F)cc3)ccc2O[C@@H]1CN(C)S(=O)(=O)c1cccs1	-1.3	0.0	8.7	-0.1	-13.0	-12.4	-2.9	-12.0
CCc1ccc(OCC(=O)Nc2ccc3oc(=O)ccc3c2)cc1	-0.2	0.1	4.7	nt	-6.4	0.5	-1.5	-8.6
Cc1ccc(-n2c(SCC(=O)c3c(N)n(C4CC4)c(=O)[nH]c3=O)nnc2N2CCOCC2)cc1	1.5	0.0	-3.1	3.0	?	2.5	0.4	-2.0
Clc1ccc(CNCc2cccs2)c(Cl)c1	nt	-0.1	nt	nt	0.0	-8.1	14.2	-13.1
COc1ccc(-c2cc(C(=O)N/N=C(\C)c3ccco3)c3ccccc3n2)c(OC)c1	-0.1	0.0	5.1	2.1	-0.6	18.3	1.4	-24.3
COC(=O)c1ccc(N2CN=C(c3ccc(C)cc3)NC2=S)cc1	0.1	0.0	nt	-0.9	-0.9	-4.6	1.2	-8.6
O=C(NNC(=O)C1[C@H]2CCCC[C@@H]12)Nc1cccc2ccccc12 (some centres undefined)	-1.6	0.1	15.5	nt	3.9	nt	-4.7	-11.1
COc1cc2c(cc1NC(=O)COC(=O)CNC(=O)c1ccccc1)oc1ccccc12	-1.2	-0.1	nt	-1.6	7.6	11.0	0.2	-2.0
COc1ccccc1N(C)S(=O)(=O)c1ccc(C(=O)NC(C)c2ccccc2)cc1 (centres undefined)	-3.2	-0.2	3.1	0.1	2.7	0.8	-1.3	-16.8
CN(CC(=O)Nc1cccc(F)c1)C(=O)C1CSC2(C)CCC(=O)N12 (centres undefined)	1.6	0.2	3.8	nt	1.7	5.1	0.0	-1.0
COCCN(CCOC)S(=O)(=O)c1ccc(C(=O)Nc2c(C)n(C)n(-c3ccccc3)c2=O)cc1	0.3	-0.1	-1.0	-0.4	-0.1	4.0	-0.7	-16.2
